ASAP1 inh: blocks human ASAP1-stimulated Arf1 GTP hydrolysis | Q9ULH1 | inhibition, % at 16.5 µM | actives 0.19% (n = 360,000) | GDP FP detection; in the data active = inhibition above about 25%;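 note: 0% = vehicle with enzyme and substrate and 100% = no enzyme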
Target sequence (Q9ULH1 325-724 limits assumed): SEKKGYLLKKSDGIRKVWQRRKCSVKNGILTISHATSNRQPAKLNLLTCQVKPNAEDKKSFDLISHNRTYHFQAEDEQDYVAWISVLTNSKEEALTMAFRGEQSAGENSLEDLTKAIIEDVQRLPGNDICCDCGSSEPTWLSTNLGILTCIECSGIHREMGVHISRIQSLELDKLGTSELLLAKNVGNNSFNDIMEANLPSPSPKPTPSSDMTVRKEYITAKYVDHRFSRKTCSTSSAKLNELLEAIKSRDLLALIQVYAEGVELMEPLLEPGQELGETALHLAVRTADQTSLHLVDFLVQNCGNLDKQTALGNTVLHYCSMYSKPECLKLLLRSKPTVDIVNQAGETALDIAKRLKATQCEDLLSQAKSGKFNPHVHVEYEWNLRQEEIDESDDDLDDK
PLCg1 inh: PLC-gamma1 (human) inhibition, primary screen; AID 720700; purified PLC-gamma1, fluorogenic substrate, fluorescence; P19174; actives 0.84% (n = 370,000); inhibition, % at 12.2 µM; in the data active = inhibition above about 9.5%
ADAM17 inh: inhibits human ADAM17 | actives 0.83% (n = 370,000) | recombinant ADAM17, EDANS/DABCYL FRET peptide cleavage | P78536 | inhibition, % at 6.95 µM;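 active = inhibition above the mean of compounds lying between control limits plus 3 SD, set per campaign, cut at about 8.5% in these data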;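 note: 0% = DMSO-only wells as the low control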
MBD2 DNA inh: blocks human MBD2 binding to methylated DNA; Q9UBB5; TR-FRET, MBD2 binding to methylated oligonucleotide; inhibition, % at 4.4 µM; actives 0.31% (n = 370,000); in the data active = inhibition above about 13%
Target sequence (Q9UBB5 whole entry, looked up): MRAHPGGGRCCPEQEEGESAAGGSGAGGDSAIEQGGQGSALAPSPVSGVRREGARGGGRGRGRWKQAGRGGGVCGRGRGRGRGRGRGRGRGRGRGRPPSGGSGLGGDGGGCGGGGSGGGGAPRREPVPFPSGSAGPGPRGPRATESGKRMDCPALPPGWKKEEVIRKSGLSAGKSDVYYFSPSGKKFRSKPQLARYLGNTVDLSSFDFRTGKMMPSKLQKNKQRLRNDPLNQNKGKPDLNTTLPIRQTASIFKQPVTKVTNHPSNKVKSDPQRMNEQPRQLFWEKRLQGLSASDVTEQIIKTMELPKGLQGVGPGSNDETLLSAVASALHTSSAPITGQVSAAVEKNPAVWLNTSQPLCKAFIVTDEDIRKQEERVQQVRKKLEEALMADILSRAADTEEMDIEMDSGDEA
Tn7 DDE FP: disrupts Tn7 cyclic peptide binding to fibrin D-Dimer-E complex; inhibition, % at 8.3 µM; FP displacement of FITC-Tn7 peptide from fibrin DD(E); 0% = median of compound wells per plate; P02675; actives 0.13% (n = 370,000);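 active = inhibition above the mean of compounds falling within the control limits plus 3 SD of them, cut at about 14% in these data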;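 note: 0% = plate median of compound wells and 100% = 10 µM Aha-Tn7 peptide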
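System: human fibrin DD(E); quantity: Fibrin-DD(E) at 2 µM final; also added: fluorescent Tn7 probe at 0.1 µM; compound dosing: single nominal test concentration of 8.3 µM per compound; schedule: 10 min preincubation, 3 h with tracer, room temperature; detection: fluorescence polarization of the labelled Tn7 tracer; repeats: one replicate per compound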
proKLK7 act: proKLK7 (human) activation, primary screen. activation, % at 7 µM. purified proKLK7, EDANS-DABCYL substrate fluorescence; 100% is mature enzyme control, 0% vehicle. actives 0.9% (n = 370,000). P49862. AID 652039;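 active = activation above the mean of all tested compounds plus 3 SD, computed per campaign excluding outliers beyond control limits, cut at about 13% in these data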
UHRF1 binding: UHRF1 methyl-DNA binding inhibition | Q96T88 | AID 687016 | UHRF1 binding to methylated oligo, TR-FRET | actives 0.75% (n = 370,000) | inhibition, % at 4.4 µM; in the data active = inhibition above about 21%;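 note: UHRF1 SRA domain binding a hemimethylated CpG hairpin DNA probe; 0% = median of test compound wells and 100% = reference inhibitor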
Tn6 DDE FP: DD(E)-Tn6 binding inhibition, primary FP screen; P02675; Fibrin DD(E) TRITC-Tn6 fluorescence polarization displacement; inhibition, % at 8.3 µM; actives 0.21% (n = 370,000); AID 720509;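 active = inhibition above a per-campaign cutoff: mean of compounds within control limits plus 3 SD, cut at about 15% in these data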;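 note: 0% = median of all compound wells on the plate and 100% = blocking peptide control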
ARFGAP1 inh: inhibitors of rat ARFGAP1. Q62848. Arfgap1-stimulated ARF1 GTP hydrolysis, GDP FP detection. inhibition, % at 16.5 µM. actives 0.26% (n = 360,000);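 active = inhibition above a per-plate limit, mean inhibition of low control wells plus 3 SD, cut at about 25% in these data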;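 note: 0% = DMSO wells with enzyme and 100% = wells lacking Arfgap1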
Target sequence (Q62848 1-136 limits assumed): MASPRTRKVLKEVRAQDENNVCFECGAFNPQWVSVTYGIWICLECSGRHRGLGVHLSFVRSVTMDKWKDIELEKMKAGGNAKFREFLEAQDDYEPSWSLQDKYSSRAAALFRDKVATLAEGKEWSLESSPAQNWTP
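Material: rat Arfgap1 GAP domain (His6, aa 1-136), purified enzyme. Also added: human ARF1(Δ1-17)-GTP substrate. Compound dosing: 16.5 µM single point, 1.26% DMSO. Timing: enzyme reaction 120 min at 25 °C after 20 min preincubation. Signal: GDP detection by fluorescence polarization. Read-out basis: percent inhibition of GAP-stimulated GDP formation, scaled between DMSO and no-Arfgap1 medians.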
PLCb3 inh: inhibitors of human phospholipase C beta3. Purified PLC-beta3, fluorogenic substrate, fluorescence. AID 720704. actives 0.18% (n = 370,000). inhibition, % at 12.2 µM. Q01970; in the data active = inhibition above about 11%;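 note: 0% = median of compound wells on plate and 100% = full blocker control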
Starred values were filed as active, the others as inactive; · = no result given. Not a hit list, and some 4.1% of all compounds hit somewhere here.

The opening 2 compounds (preview)
SMILES	ASAP1 inh	PLCg1 inh	ADAM17 inh	MBD2 DNA inh	Tn7 DDE FP	proKLK7 act	UHRF1 binding	Tn6 DDE FP	ARFGAP1 inh	PLCb3 inh
CCCCOc1ccc(C(=O)N/C(=C\c2cccc([N+](=O)[O-])c2)C(=O)OCCC)cc1	9	1	-1	-4	-6	-0.9	4	9	5	3
CC(CNC(=O)Cn1ccc2cc(S(=O)(=O)N3CCCC3)ccc21)c1ccccc1 (configuration not stated)	6	1	2	1	-7	0.7	0	-2	-14	3

The list itself, previewed entries included:
SMILES	ASAP1 inh	PLCg1 inh	ADAM17 inh	MBD2 DNA inh	Tn7 DDE FP	proKLK7 act	UHRF1 binding	Tn6 DDE FP	ARFGAP1 inh	PLCb3 inh
CCCCOc1ccc(C(=O)N/C(=C\c2cccc([N+](=O)[O-])c2)C(=O)OCCC)cc1	9	1	-1	-4	-6	-0.9	4	9	5	3
CC(CNC(=O)Cn1ccc2cc(S(=O)(=O)N3CCCC3)ccc21)c1ccccc1 (configuration not stated)	6	1	2	1	-7	0.7	0	-2	-14	3
CCOC(=O)c1sc(NC(=O)C2CC(=O)N(c3ccc(OCC)cc3)C2)nc1C (configuration not stated)	-10	-1	2	1	4	0.7	-1	6	-1	-7
CCCc1nc(SCC(=O)Nc2nnc(CC)s2)c2c(=O)n(C)c(=O)n(C)c2n1	5	-2	-4	1	6	-0.3	0	3	-12	-6
COc1ccc(Cn2c(=O)[nH]c3cc(C(=O)N4CCN(Cc5ccccc5)CC4)ccc3c2=O)cc1	4	2	2	-2	-12	-1.2	3	-3	0	1
O=C(NCc1ccncc1)C(=O)Nc1nccs1	-3	8	4	-4	-4	-0.2	-1	-4	16	-1
O=C(CCN1CCN(c2ccccc2)CC1)Nc1cccc(Br)c1	-4	1	2	-6	6	-0.1	-1	2	5	2
CN(C(=O)COC(=O)C1CCN(S(=O)(=O)c2c(Cl)cccc2Cl)CC1)C1CCS(=O)(=O)C1 (configuration not stated)	0	2	-3	2	5	-0.3	5	2	-9	3
CN(C)c1ccc(NC(=O)CN2C(=O)c3ccccc3C2=O)cc1	4	0	-2	-6	7	0.5	-2	-2	3	-4
NC(=O)C1(N2CCCCC2)CCN(Cc2nc(-c3cccs3)no2)CC1	-1	-2	-4	4	0	0.3	6	-5	3	-7
CN1CCCN(C(=O)c2cc(-c3cccc4ccccc34)nc3ccccc23)CC1	1	-183	-50	-3	3	4.4	-4	0	9	-286
CC(C)CC(N)C(=O)OCc1ccc([N+](=O)[O-])cc1 (configuration not stated)	0	0	-1	-3	3	0.1	0	1	1	-4
CC(=O)Nc1cc(C(=O)N2CCN(C)CC2)ccc1S(=O)(=O)c1ccc(C)cc1	-15	-3	-4	1	2	0.1	-2	3	-14	-4
CCOC(=O)CC1=CCc2c1ccc(OC)c2OC	-6	-21	-4	0	1	1.3	1	-2	-3	-25
Fc1ccccc1/C=N/n1c(COc2ccccc2)n[nH]c1=S	13	-3	-2	10	-4	-0.5	0	0	-7	-6
COc1ccc(CN(Cc2cc3cc(OC)c(OC)cc3[nH]c2=O)C(=O)NC2CCCCC2)cc1	-3	1	1	3	7	-0.1	-2	5	-1	-1
CC(=O)N1CCc2c(sc(NC(=O)CCS(=O)(=O)c3ccccc3)c2C(N)=O)C1	-14	-2	-6	-3	-3	0.5	0	8	0	-9
O=C1CC(N2CCC(C(=O)N3CCCCC3)CC2)C(=O)N1 (configuration not stated)	1	2	-3	5	3	0.4	4	-7	6	4
COC(=O)c1c(C)[nH]c(C(=O)OCC(=O)c2ccc(C)s2)c1C	-2	3	-2	9	1	0.3	3	-7	7	5
Cc1c(C)n2c(SCC(=O)Nc3ccc4c(c3)OCCO4)nnc2[nH]c1=O	6	1	5	0	-3	0.7	1	0	6	-4
OCC[C@@H]1C[C@H](O)[C@@H](O)[C@]2(OCCc3cc(C(F)(F)F)ccc32)O1	5	8	2	-2	2	0.6	2	-7	10	6
O=C(OCc1cn([C@@H]2CN(C(=O)C3CCCCC3)[C@@H](c3ccc(Cl)cc3)C[C@H]2O)nn1)c1ccccc1	6	2	-1	2	4	0.5	8	4	-5	2
COC(=O)CSc1nccc(-c2ccc(F)cc2)c1C#N	3	-24	-1	-3	2	1.6	0	4	0	-39
CCOc1ccccc1NC(=O)COC(=O)C12CC3CC(CC(O)(C3)C1)C2	-3	-4	1	4	-9	0.8	5	-3	2	-8
CC(C)(C)c1ccc(C(=O)NC(=O)CSc2n[nH]c(N)n2)cc1	5	-3	2	-6	-5	0.2	-1	-1	-6	-2

Given with the structure last: 12 of the compounds above.
ASAP1 inh	PLCg1 inh	ADAM17 inh	MBD2 DNA inh	Tn7 DDE FP	proKLK7 act	UHRF1 binding	Tn6 DDE FP	ARFGAP1 inh	PLCb3 inh	Molecule
-6	-21	-4	0	1	1.3	1	-2	-3	-25	CCOC(=O)CC1=CCc2c1ccc(OC)c2OC
13	-3	-2	10	-4	-0.5	0	0	-7	-6	Fc1ccccc1/C=N/n1c(COc2ccccc2)n[nH]c1=S
-3	1	1	3	7	-0.1	-2	5	-1	-1	COc1ccc(CN(Cc2cc3cc(OC)c(OC)cc3[nH]c2=O)C(=O)NC2CCCCC2)cc1
-14	-2	-6	-3	-3	0.5	0	8	0	-9	CC(=O)N1CCc2c(sc(NC(=O)CCS(=O)(=O)c3ccccc3)c2C(N)=O)C1
1	2	-3	5	3	0.4	4	-7	6	4	O=C1CC(N2CCC(C(=O)N3CCCCC3)CC2)C(=O)N1 (configuration not stated)
-2	3	-2	9	1	0.3	3	-7	7	5	COC(=O)c1c(C)[nH]c(C(=O)OCC(=O)c2ccc(C)s2)c1C
6	1	5	0	-3	0.7	1	0	6	-4	Cc1c(C)n2c(SCC(=O)Nc3ccc4c(c3)OCCO4)nnc2[nH]c1=O
5	8	2	-2	2	0.6	2	-7	10	6	OCC[C@@H]1C[C@H](O)[C@@H](O)[C@]2(OCCc3cc(C(F)(F)F)ccc32)O1
6	2	-1	2	4	0.5	8	4	-5	2	O=C(OCc1cn([C@@H]2CN(C(=O)C3CCCCC3)[C@@H](c3ccc(Cl)cc3)C[C@H]2O)nn1)c1ccccc1
3	-24	-1	-3	2	1.6	0	4	0	-39	COC(=O)CSc1nccc(-c2ccc(F)cc2)c1C#N
-3	-4	1	4	-9	0.8	5	-3	2	-8	CCOc1ccccc1NC(=O)COC(=O)C12CC3CC(CC(O)(C3)C1)C2
5	-3	2	-6	-5	0.2	-1	-1	-6	-2	CC(C)(C)c1ccc(C(=O)NC(=O)CSc2n[nH]c(N)n2)cc1

Next part
SMILES	ASAP1 inh	PLCg1 inh	ADAM17 inh	MBD2 DNA inh	Tn7 DDE FP	proKLK7 act	UHRF1 binding	Tn6 DDE FP	ARFGAP1 inh	PLCb3 inh
Cc1ccc(-c2cc(-c3nnc(SCC(=O)NC(C)C(C)C)n3N)c3ccccc3n2)cc1 (configuration not stated)	4	-3	-19	-2	-2	-0.8	0	9	3	-5
CCc1ccc(NC(=O)CS(=O)CC(=O)Nc2ccc(N3CCOCC3)cc2)cc1 (configuration not stated)	-9	6	-2	3	-1	-0.3	3	2	6	-2
COc1ccccc1OCCC(=O)OCC(=O)Nc1ccc(Br)cc1F	-5	-2	2	-2	8	0.2	0	5	-13	-2
CC(=O)Nc1ccc(OCC(=O)NC(C)c2ccc(F)cc2)cc1 (configuration not stated)	13	2	1	-1	-4	-0.1	1	-2	0	-2
O=C(O)C1OC(C(=O)O)C2C1C(F)(F)C2(F)F (configuration not stated)	9	2	4	-9	0	-0.4	-6	2	1	1
COCCCNC(=O)COc1ccc(Br)cc1Cl	0	-1	-2	0	1	0.4	1	2	-6	3
CC(=O)N[C@H]1C[C@@H]1c1ccccc1	-7	1	0	0	3	0.2	-1	-4	0	2
CC1CCC(C(C)C)C(OP(=O)(c2ccccc2)C(O)c2ccncc2)C1 (configuration not stated)	-8	0	-1	-4	4	-0.2	-4	4	0	-2
Cc1ccc(N2C(=O)CSC2c2ccc3c(c2)OCO3)cc1 (configuration not stated)	2	5	0	-2	-1	-0.1	-1	3	-5	7
CC1CCC2(CCC(=O)N2CCCOC(=O)c2ccccc2)CC1 (configuration not stated)	·	3	1	0	5	0.2	-2	4	·	6
O=C(O)c1ccc(N2CC3CC(C2)c2cccc(=O)n2C3)c(NS(=O)(=O)c2cccc(C(F)(F)F)c2)c1 (configuration not stated)	-4	2	-3	-4	-4	-0.1	-3	-5	1	0
CC(=O)C(Sc1nc(NC(C)(C)C)nc(N(C)C)n1)C(C)=O	0	5	-2	-2	6	0.2	0	3	0	0
COc1ccc(OC)c(Nc2nc(N(C)c3ccccc3)nc(N)c2[N+](=O)[O-])c1	6	7	1	-4	8	-0.1	0	4	5	-2
CCN1CCN(CCCNC(=O)C2CCN(c3nnc(-n4c(C)ccc4C)s3)CC2)CC1	5	-4	0	-9	-5	1.0	-1	0	0	-5
Cc1cc(N2CCN(C)CC2)nc2ccc(NC(=S)N3CCN(c4cccc(Cl)c4)CC3)cc12	-5	-127	-96	2	-6	6.9	-3	1	-13	-185
O=C(O)CC(c1cccc([N+](=O)[O-])c1)N1Cc2ccccc2C1=O (configuration not stated)	-3	3	1	-4	1	0.4	-3	-1	13	1
CCOC(=O)c1ccc(N/C=C/C(=O)c2ccc(OC)cc2)cc1	11	-14	-5	2	-1	-0.6	6	-7	9	-19
Cc1cccc(C(=O)OC(C)C(=O)NCC2CCCCC2)c1O (configuration not stated)	6	3	2	-3	-4	0.7	1	-6	-1	-5
O=C(CN1CCCCC1)N1c2ccccc2CCc2ccccc21	-5	2	-1	3	5	-0.2	-2	-1	7	0
Cc1ccc(NC(=O)Cc2ccc(Cl)c(Cl)c2)cc1S(=O)(=O)N(C)C	0	3	15*	-5	6	0.6	-3	-15	-10	0
O=C(Nc1ccc2c(c1)OCCO2)C(CCc1ccccc1)N1CCN(c2ccc(F)cc2)CC1 (configuration not stated)	2	2	3	2	-8	0.5	-3	-11	-3	6
COc1ccc(-n2nnnc2-c2cnc(N3CCCC3)nc2C(F)(F)F)cc1	0	-9	3	-1	0	0.0	-1	0	-12	-10
Cc1ccc(C(=O)COC(=O)c2cnccn2)cc1	-1	3	-1	-1	-8	-0.2	-2	0	-5	3
O=C(NC1CC1)c1ccccc1NC(=O)c1ccccc1OC(F)F	6	-1	0	-5	-11	0.6	1	3	1	-7
O=C(CN1C(=O)NC2(CCCCC2)C1=O)NCc1ccc2c(c1)OCO2	4	0	-4	-5	-6	-0.4	-1	5	-6	-4
